# GDH-TPI inh: inhibits GDH-TPI coupling enzymes, artifact for Mtb FBA screen. GDH-TPI coupled enzyme counterscreen, NADH absorbance. inhibition, % at 4.8 µM. 360,000 tested, 1.2% active. AID 588335;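 further: 0% = DMSO wells and 100% = wells lacking the enzyme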
# CCHFV vOTU inh: CCHFV vOTU protease inhibition. inhibition, % at 11.5 µM. 370,000 tested, 0.55% active. Pep-AMC fluorescence; further: 0% = vehicle wells with enzyme and 100% = no enzyme wells
# MazF activator: activators of E. coli MazEF toxin-antitoxin RNase | P0AE70 | FAM/BHQ RNA-DNA oligo cleavage fluorescence, 5 h | activation, % at 20 µM | 350,000 tested, 0.32% active; in the data active means activation above about 50%
# Rv3671c inh: inhibitors of M. tuberculosis serine protease Rv3671c; 320,000 tested, 0.048% active; inhibition, % at 5.96 µM; AID 2606; in the data active means inhibition above about 38%;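 further: extracellular domain of Rv3671c used as enzyme; 0% = enzyme with DMSO and 100% = no enzyme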
# Target sequence (P9WHR9 whole entry, looked up, the tested form may be a part): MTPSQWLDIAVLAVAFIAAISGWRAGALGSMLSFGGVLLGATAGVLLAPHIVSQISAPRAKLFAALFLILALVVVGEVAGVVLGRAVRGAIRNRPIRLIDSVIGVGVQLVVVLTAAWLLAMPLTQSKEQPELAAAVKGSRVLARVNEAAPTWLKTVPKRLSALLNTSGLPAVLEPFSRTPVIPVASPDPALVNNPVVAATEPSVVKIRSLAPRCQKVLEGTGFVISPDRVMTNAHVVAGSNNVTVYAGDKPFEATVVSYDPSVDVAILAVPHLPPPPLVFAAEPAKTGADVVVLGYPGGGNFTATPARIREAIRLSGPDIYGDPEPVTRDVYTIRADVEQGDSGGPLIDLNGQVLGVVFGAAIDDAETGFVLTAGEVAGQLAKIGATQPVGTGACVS
# Mtb BioA inh: BioA (M. tuberculosis) enzyme inhibition; purified M. tuberculosis BioA enzyme, plate reader; inhibition, % at 9.99 µM; 360,000 tested, 0.096% active; AID 602481; in the data active means inhibition above about 40%; inconclusive means no clear call, values can overlap the other calls
# BoNT F protease: inhibitors of Botulinum neurotoxin F light chain protease; 360,000 tested, 0.22% active; inhibition, % at 10 µM; Multiplex microsphere protease cleavage assay, flow cytometry; AID 588497; in the data active means inhibition above about 35%, passing the limit was not always enough; inconclusive means no clear call, values can overlap the other calls; further: plate controls were buffer without enzyme for full effect and enzyme alone for no effect
# DUSP3 inh: inhibitors of human VHR1 phosphatase (DUSP3) | recombinant VHR phosphatase, pNPP absorbance | inhibition, % at 13.3 µM | 290,000 tested, 0.52% active | AID 1654; in the data active means inhibition above about 50%; further: some compounds called inactive have numbers as strong as hits
# Target sequence (P51452 whole entry, looked up): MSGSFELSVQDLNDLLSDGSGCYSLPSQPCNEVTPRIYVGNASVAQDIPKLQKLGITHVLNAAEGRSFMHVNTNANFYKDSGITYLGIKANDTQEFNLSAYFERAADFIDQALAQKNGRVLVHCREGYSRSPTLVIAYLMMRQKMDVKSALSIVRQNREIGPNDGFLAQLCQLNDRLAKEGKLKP
# FadD28 FP inh: M. tuberculosis FadD28 bisubstrate binding inhibition; FadD28 bisubstrate probe binding, fluorescence polarization; inhibition, % at 12.5 µM; 360,000 tested, 0.22% active; AID 588549; in the data active means inhibition above about 8.5%, passing the limit was not always enough; inconclusive means no clear call, values can overlap the other calls
# Mtb UGM inh: Mtb UDP-galactopyranose mutase inhibition. P9WIQ1. purified UGM, fluorescence polarization probe displacement. inhibition, % at 10 µM. 320,000 tested, 0.06% active. AID 504406; in the data active means inhibition above about 10%, passing the limit was not always enough; inconclusive means no clear call, values can overlap the other calls
# Target sequence (P9WIQ1 whole entry, looked up): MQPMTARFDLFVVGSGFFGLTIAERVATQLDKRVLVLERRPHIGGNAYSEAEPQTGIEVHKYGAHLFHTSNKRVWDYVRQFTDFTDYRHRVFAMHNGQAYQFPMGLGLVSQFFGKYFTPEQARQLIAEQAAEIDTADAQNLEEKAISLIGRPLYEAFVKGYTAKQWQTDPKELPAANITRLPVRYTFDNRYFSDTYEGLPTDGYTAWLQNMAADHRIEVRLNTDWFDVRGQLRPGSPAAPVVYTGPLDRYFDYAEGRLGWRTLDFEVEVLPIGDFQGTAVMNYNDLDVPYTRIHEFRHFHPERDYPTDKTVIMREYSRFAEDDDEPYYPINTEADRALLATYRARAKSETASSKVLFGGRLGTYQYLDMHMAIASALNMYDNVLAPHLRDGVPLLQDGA
# Mtb FBA inh: inhibits M. tuberculosis FBA enzyme. inhibition, % at 1 µM. P9WQA3. purified M. tuberculosis FBA, fluorescence read-out. 360,000 tested, 2.3% active; in the data active means inhibition above about 27%;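 further: 0% = vehicle and 100% = reference inhibitor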
# The depositor's hits bear a star; ? = inconclusive; · = not tested or not shown. Unless noted, no stated cut-off is given here; in the data, active means inhibition above about 30%; inactive means the rest.
SMILES,GDH-TPI inh,CCHFV vOTU inh,MazF activator,Rv3671c inh,Mtb BioA inh,BoNT F protease,DUSP3 inh,FadD28 FP inh,Mtb UGM inh,Mtb FBA inh
CCOC(=O)C1=C(C)N=C2SCCC(=O)N2[C@@H]1c1cccs1,14.6,-6.6,9.1,-2.3,-2.2,18.9,4.8,-3.4,5.8,2.1
CC1=C(C)C(=O)N(CCC(=O)O)C1=O,-5.1,2.5,5.6,1.8,-0.9,4.1,35.6,-1.1,0.2,-0.7
Cc1ccc2c(c1)S(=O)(=O)N(C)C(c1ccccc1)=C2,17.0,6.7,3.3,·,·,-1.5,·,-6.2,·,-3.7
Cc1ccc(OCCCCCCN2CCNCC2)cc1,3.1,1.2,5.4,8.8,-1.6,-12.4,·,-1.5,-3.9,21.7
COc1ccc(NC(=O)CN2CCC(NC(=O)c3ccco3)CC2)c([N+](=O)[O-])c1,5.5,2.4,8.6,4.4,0.7,0.9,-17.3,-1.4,-0.2,-6.0
CC(C)c1nc(NCCO)c(C#N)c2c1CCCC2,38.8*,-1.7,9.9,1.0,3.5,?,-21.9,-2.0,1.7,16.4
Cc1ccc2[nH]c3c(=O)n(CC(=O)N4CCN(C)CC4)ncc3c2c1,-1.7,0.8,-2.3,-3.3,-0.8,7.2,-7.2,-0.2,-4.0,19.4
Cc1ccc(N/N=C(\Cc2nc3ccccc3[nH]2)c2ccccc2)cc1,12.2,·,6.5,4.0,·,-13.8,-4.6,-0.9,-1.5,3.2
COc1ccc(OC)c(-n2c(C)ccc2-c2ccc(S(C)(=O)=O)cc2)c1,19.3,8.3,-5.8,-1.1,-0.9,3.3,9.0,0.1,-0.7,91.2*
Cc1cc(-c2csc(N)n2)c(C)n1Cc1ccccc1,5.1,-0.7,10.0,10.1,·,-55.2,-6.4,-1.7,3.8,0.7
O=C(Nc1ccn(Cc2ccccc2F)n1)c1ccc(COc2ccccc2Cl)cc1,11.7,13.4,-7.1,-53.7,0.8,-1.9,32.9,-3.2,1.4,2.4
COc1ccc(/C=C/C(=O)ONC2=NCCCCC2)cc1OC,7.6,3.1,6.5,-7.8,·,-1.1,16.7,-4.0,-0.8,-3.3
CC(C)NC(=O)NC(=O)COC(=O)c1cccc(OC(F)F)c1,-3.8,5.5,3.7,-2.2,·,-4.8,13.1,-0.8,1.7,0.8
Cc1nn(Cc2ccccc2)c(C)c1NC(=O)CCCn1nc(C)c([N+](=O)[O-])c1C,3.2,4.8,0.6,-0.3,·,-1.6,-1.0,-1.2,-0.1,-0.9
O=C(Cn1nnc(-c2ccc(Cl)cc2)n1)NCCC1=CCCCC1,10.6,2.8,-23.1,-0.5,-1.1,-5.3,35.7,-1.0,0.1,1.7
O=C(O)/C=C/C(=O)Nc1ccccc1C(=O)OCC(=O)c1ccc2c(c1)OCCO2,24.4,11.1,1.6,-8.0,·,-2.7,13.2,-3.5,1.1,1.3
Cc1ccc(CN2C(=O)C(C)Oc3ccc(C)cc32)cc1 (stereo not given),15.2,10.8,·,·,-0.3,-9.2,·,0.8,·,4.1
CCCCSCc1nc2ccccn2c1Br,3.5,5.0,7.1,-0.8,·,-1.0,19.7,-2.2,-2.3,-1.5
Cn1c(=O)c2c(nc(CN3CCOCC3)n2CC(O)CO)n(C)c1=O (stereo not given),5.3,9.1,6.1,-6.3,-0.5,?,-3.9,-0.4,-1.6,-1.1
COCCN(C(=O)CCc1ccccc1OC)c1nnc(-c2cccnc2)s1,-3.1,-0.9,1.7,-8.5,·,-2.7,20.8,-7.3,0.2,-0.3

# 2 of the compounds above, with two lines to a compound:
# Each structure is followed by: GDH-TPI inh	CCHFV vOTU inh	MazF activator	Rv3671c inh	Mtb BioA inh	BoNT F protease	DUSP3 inh	FadD28 FP inh	Mtb UGM inh	Mtb FBA inh
- Cc1ccc(CN2C(=O)C(C)Oc3ccc(C)cc32)cc1 (stereo not given)
→ 15.2	10.8	·	·	-0.3	-9.2	·	0.8	·	4.1
- COc1ccc(OC)c(-n2c(C)ccc2-c2ccc(S(C)(=O)=O)cc2)c1
→ 19.3	8.3	-5.8	-1.1	-0.9	3.3	9.0	0.1	-0.7	91.2*

# (further entries)
SMILES,GDH-TPI inh,CCHFV vOTU inh,MazF activator,Rv3671c inh,Mtb BioA inh,BoNT F protease,DUSP3 inh,FadD28 FP inh,Mtb UGM inh,Mtb FBA inh
CCCN(CC1CC1)C(=O)COC(=O)c1oc2ccc(OCC)cc2c1C,9.5,19.6,-21.7,-4.4,-0.2,?,·,-1.7,-4.9,41.9*
OCCC1CN(Cc2nc(-c3ccccc3)cs2)CCN1C1CCCC1 (stereo not given),-10.4,-16.1,1.9,2.0,·,3.1,29.6,-3.9,0.9,3.6
CCc1cccc(CC)c1NC(=S)NCCc1ccc(O)c(O)c1,0.6,-9.9,2.2,-1.0,2.5,-5.8,9.0,0.8,-3.2,3.1
C=C(C)CSC1=C(C#N)C(c2ccsc2)CC(=O)N1 (stereo not given),-3.0,-5.1,-1.3,5.1,1.3,8.8,18.0,-4.1,-1.1,-1.0
CC(C)C(NC(=S)Nc1ccccc1)C(=O)O (stereo not given),-3.6,3.8,-2.3,-1.6,·,-3.8,-4.5,-1.3,0.1,-2.0
Cc1c(O)ccc2c(=O)c(Oc3ccccc3)coc12,-2.2,0.7,-3.2,·,·,-0.2,5.2,-5.4,1.1,1.2
CC(C)CC(OC(=O)c1ccco1)C(=O)NC1CCCCC1 (stereo not given),7.9,-1.2,14.7,-1.5,-2.5,2.4,17.9,1.0,0.9,5.7
O=C1CC(c2ccco2)Cc2nc(Nc3nc(-c4ccccc4)c4ccccc4n3)ncc21 (stereo not given),12.2,1.0,-2.1,-13.8,·,2.8,14.1,-1.6,-0.4,-1.6
C/C(CC(=O)NC12CC3CC(CC(C3)C1)C2)=N\NC(=O)Cc1cccs1,3.4,-3.5,1.9,5.2,3.8,-2.8,-1.6,-0.6,0.2,0.4
CCN1CCN(S(=O)(=O)c2cccc3nsnc23)CC1,19.1,16.7,5.1,6.4,-0.8,4.6,19.6,0.6,0.4,1.1
Cc1ccc(-n2ccnc(SCC(=O)NC3CCCC3)c2=O)cc1F,8.4,-8.1,-5.0,-0.1,0.9,-4.1,·,0.7,1.3,6.8
COC(=O)c1cc(NC(=O)C2CC=CCC2C(=O)O)cc(C(=O)OC)c1 (stereo not given),-3.4,-1.9,7.4,-4.7,-0.5,-1.3,10.0,-0.9,5.0,1.1
CCOC(=O)c1nc(N2CCN(C(=O)OCC)CC2)c2c3c(sc2n1)CCCC3,10.8,-1.7,-2.1,-10.3,4.6,1.3,9.6,-6.0,-1.1,20.7
COc1ccc(CCNC(=O)C2CCCN2C(=O)Nc2ccc(C)cc2)cc1OC (stereo not given),0.8,-7.7,-1.3,-2.2,-0.9,?,27.9,-0.6,2.2,-2.5
O=C1CC(N2CCN(c3ccccc3)CC2)C(=O)N1Cc1ccc(Cl)cc1 (stereo not given),4.7,20.6,0.6,0.3,-2.6,2.2,12.0,2.5,3.6,5.3
COc1cc2c(cc1OC)C(c1cc3cc(C)ccc3[nH]c1=O)N(C(=O)c1ccco1)CC2 (stereo not given),13.0,4.7,2.4,14.3,0.9,-4.2,16.3,0.4,1.9,1.9
CCc1nc2ccc(C(=O)N3CCCC(C(N)=O)C3)cn2c1N(CCC(C)C)CCN(C)C (stereo not given),5.6,10.2,·,·,0.4,-3.7,·,-0.6,·,-2.1
c1ccc2c(c1)[nH]c1c(N3CCOCC3)ncnc12,20.0,-4.8,-3.4,3.4,2.3,-11.6,14.4,2.0,0.5,13.2
COC(=O)c1c(C)oc(C)c1S(=O)(=O)NCC1CC1,6.3,-5.4,0.3,-2.6,-0.1,?,15.5,-3.5,-0.3,-25.8
Cc1cc(=O)n2c3c(c4c(cc13)c(CN(C)C)cc(=O)n4C)OC2,17.2,90.1*,0.6,·,·,2.8,·,0.3,·,5.7
Cc1cc(C)cc(C(=O)NCC(=O)OCC(=O)c2cc(C)n(CC(F)(F)F)c2C)c1,7.5,-1.0,-15.4,1.1,-4.4,-0.3,0.1,-1.9,-2.9,-1.8
COc1ccccc1N(C)S(=O)(=O)c1ccc(C)c(C(=O)Nc2nccs2)c1,-2.1,-9.9,-0.1,-0.8,·,0.5,·,·,-1.3,1.0
CCOC(=O)Cn1c2c(c(=N)c3ccccc31)CCC2,16.1,5.8,-1.6,0.6,0.2,-2.1,-4.9,1.1,3.4,1.6
CCN(CC)S(=O)(=O)c1ccc(NC(=O)COC(=O)CN2C(=O)c3ccccc3C2=O)cc1,5.3,-4.0,4.7,-4.1,0.0,1.7,17.5,-2.8,-0.5,8.9
Cc1cc(C2C(C#N)=C(N)Oc3n[nH]c(C)c32)c(C)s1 (stereo not given),3.8,0.0,2.2,-0.8,1.8,8.6,10.6,-1.9,-0.1,-1.5
O=C(NC(=S)NCCCN1CCOCC1)c1ccc([N+](=O)[O-])cc1,-2.8,-9.3,0.0,-0.1,·,-2.6,-1.7,-2.5,0.8,-1.7
Nc1c(Cl)ncnc1NCc1cccnc1,1.3,9.3,-1.3,-5.1,7.8,17.6,-3.3,-1.5,6.2,1.3
Cc1ccc(-n2c(-c3ccco3)n[nH]c2=S)cc1,-3.2,-5.9,12.3,4.4,·,-1.4,33.9,-0.5,-3.9,1.4

# Of the compounds above, 7 have a furan ring, fused or not.
SMILES,GDH-TPI inh,CCHFV vOTU inh,MazF activator,Rv3671c inh,Mtb BioA inh,BoNT F protease,DUSP3 inh,FadD28 FP inh,Mtb UGM inh,Mtb FBA inh
COc1ccc(NC(=O)CN2CCC(NC(=O)c3ccco3)CC2)c([N+](=O)[O-])c1,5.5,2.4,8.6,4.4,0.7,0.9,-17.3,-1.4,-0.2,-6.0
CCCN(CC1CC1)C(=O)COC(=O)c1oc2ccc(OCC)cc2c1C,9.5,19.6,-21.7,-4.4,-0.2,?,·,-1.7,-4.9,41.9*
CC(C)CC(OC(=O)c1ccco1)C(=O)NC1CCCCC1 (stereo not given),7.9,-1.2,14.7,-1.5,-2.5,2.4,17.9,1.0,0.9,5.7
O=C1CC(c2ccco2)Cc2nc(Nc3nc(-c4ccccc4)c4ccccc4n3)ncc21 (stereo not given),12.2,1.0,-2.1,-13.8,·,2.8,14.1,-1.6,-0.4,-1.6
COc1cc2c(cc1OC)C(c1cc3cc(C)ccc3[nH]c1=O)N(C(=O)c1ccco1)CC2 (stereo not given),13.0,4.7,2.4,14.3,0.9,-4.2,16.3,0.4,1.9,1.9
COC(=O)c1c(C)oc(C)c1S(=O)(=O)NCC1CC1,6.3,-5.4,0.3,-2.6,-0.1,?,15.5,-3.5,-0.3,-25.8
Cc1ccc(-n2c(-c3ccco3)n[nH]c2=S)cc1,-3.2,-5.9,12.3,4.4,·,-1.4,33.9,-0.5,-3.9,1.4

# Rows are unselected; any-hit rate near 4.9%.
